# GSTO1 inh = counter-screen for RBBP9 inhibitors: inhibitors of human GSTO1 | inhibition, % at 5.96 µM | 1.1% of 300,000 active | recombinant GSTO1, activity-based probe fluorescence polarization | P78417;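 active = inhibition above the campaign mean inhibition plus 3 SD, cut at about 35% in these data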;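 also: 0% = GSTO1-1 with DMSO and 100% = wells lacking GSTO1-1 enzyme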
# LYPLA2 inh = blocks human lysophospholipase 2, a PME1 counter-screen; AID 2177; recombinant LYPLA2, FP-Rh probe fluorescence polarization; 0.38% of 320,000 active; inhibition, % at 5.9 µM; O95372;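 active = inhibition above the screen-wide mean plus 3 SD, limit set per campaign, cut at about 26% in these data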;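 also: 0% = LYPLA2 with DMSO and 100% = wells lacking LYPLA2 enzyme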
# Target sequence (O95372 whole entry, looked up): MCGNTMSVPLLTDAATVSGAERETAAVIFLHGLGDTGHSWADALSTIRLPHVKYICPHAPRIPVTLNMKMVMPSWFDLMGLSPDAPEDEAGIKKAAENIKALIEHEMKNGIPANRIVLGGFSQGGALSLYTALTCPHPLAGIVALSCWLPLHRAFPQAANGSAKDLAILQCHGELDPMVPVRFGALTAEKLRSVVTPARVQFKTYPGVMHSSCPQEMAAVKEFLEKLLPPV
# LYPLA1 counter = counter-screen for PME1 inhibitors: inhibitors of human LYPLA1 | O75608 | recombinant LYPLA1, FP-Rh probe fluorescence polarization | inhibition, % at 5.9 µM | 0.16% of 320,000 active | AID 2174;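 active = inhibition above the mean of all tested compounds plus 3 SD, set per campaign, cut at about 14% in these data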;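 also: inhibitors block serine hydrolase probe labeling of LYPLA1 so polarization falls; 0% = enzyme with DMSO and 100% = wells lacking LYPLA1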
# PAFAH1B2 inh = inhibitors of human PAFAH1B2 | P68402 | recombinant PAFAH1B2, FP-rhodamine activity probe, fluorescence polarization | inhibition, % at 3.39 µM | 1.2% of 340,000 active | AID 492953;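 active = inhibition above the mean of all tested compounds plus 3 SD, cut at about 24% in these data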;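 also: 0% = enzyme with DMSO and 100% = wells lacking PAFAH1B2; many of its hits are not listed in these tables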
# PAD4 inh = PAD4 (human) enzyme inhibition; Q9UM07; recombinant PAD4, RCA probe fluorescence polarization; inhibition, % at 6.36 µM; 0.41% of 330,000 active;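 active = percent inhibition above a cutoff equal to the mean of all tested compounds plus 3 SD, cut at about 15% in these data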;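 also: 0% = PAD4 with RCA probe and DMSO and 100% = probe without PAD4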
# Target sequence (Q9UM07 whole entry, looked up): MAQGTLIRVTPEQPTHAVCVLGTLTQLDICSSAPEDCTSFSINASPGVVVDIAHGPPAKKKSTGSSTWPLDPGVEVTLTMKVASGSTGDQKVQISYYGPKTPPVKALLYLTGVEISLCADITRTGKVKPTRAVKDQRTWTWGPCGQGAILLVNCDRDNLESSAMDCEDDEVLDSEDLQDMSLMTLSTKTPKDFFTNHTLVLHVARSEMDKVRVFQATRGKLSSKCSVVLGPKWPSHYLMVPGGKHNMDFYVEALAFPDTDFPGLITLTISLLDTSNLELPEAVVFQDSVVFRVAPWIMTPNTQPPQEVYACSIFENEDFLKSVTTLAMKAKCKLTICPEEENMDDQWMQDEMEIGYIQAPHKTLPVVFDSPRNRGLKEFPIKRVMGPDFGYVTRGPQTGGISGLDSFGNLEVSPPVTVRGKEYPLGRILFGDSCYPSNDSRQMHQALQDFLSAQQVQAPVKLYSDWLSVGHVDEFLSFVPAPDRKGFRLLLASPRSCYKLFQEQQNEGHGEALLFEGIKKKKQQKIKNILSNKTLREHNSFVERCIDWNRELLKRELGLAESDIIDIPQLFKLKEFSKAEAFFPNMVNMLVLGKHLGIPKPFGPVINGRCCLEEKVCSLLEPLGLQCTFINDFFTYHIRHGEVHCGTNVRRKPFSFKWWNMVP
# pPAFAH FP inh = inhibitors of human plasma PAF acetylhydrolase (pPAFAH). 1.5% of 330,000 active. Q13093. recombinant pPAFAH, FP-rhodamine probe fluorescence polarization. inhibition, % at 3.39 µM;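 active = inhibition above the mean inhibition across the screen plus 3 SD, cut at about 25% in these data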;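 also: inhibitors block binding of the rhodamine activity-based probe so polarization drops; 0% = enzyme with DMSO and 100% = wells lacking pPAFAH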
# PME-1 inh = PME-1 (human) inhibition. AID 2130. inhibition, % at 5.9 µM. recombinant PME-1, FP-Rh probe fluorescence polarization. Q9Y570. 0.53% of 320,000 active;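 active = inhibition above the campaign mean of all compounds plus 3 SD, cut at about 26% in these data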;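 also: competitive labeling of PME-1 active site by serine hydrolase directed probe; 0% = PME-1 with DMSO and 100% = wells lacking PME-1 enzyme; inhibitors block probe labeling so polarization falls and inhibition rises; many of its hits are not listed in these tables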
# PREPL inhibitor = inhibits the human prolyl oligopeptidase-like enzyme; Q4J6C6; recombinant PREPL, fluorescence polarization activity-based probe; inhibition, % at 5.96 µM; 0.68% of 320,000 active; AID 2751; in the data active = inhibition above about 43%;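 also: 0% = enzyme with DMSO and 100% = wells lacking enzyme; many of its hits are not listed in these tables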
# PAFAH1B3 inh = blocks human PAF acetylhydrolase 1B catalytic subunit 3 | 0.28% of 340,000 active | recombinant PAFAH1B3, FP-rhodamine probe, fluorescence polarization | inhibition, % at 3.39 µM | Q15102 | AID 492972;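 active = inhibition above the screen-wide average of all tested compounds plus 3 SD, cut at about 25% in these data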;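 also: 0% = enzyme with DMSO only and 100% = wells lacking PAFAH1B3 protein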
# * = called active by the depositor; nt = no result given. Only part of the results is shown; count on the stated rates, not on these rows.
SMILES,GSTO1 inh,LYPLA2 inh,LYPLA1 counter,PAFAH1B2 inh,PAD4 inh,pPAFAH FP inh,PME-1 inh,PREPL inhibitor,PAFAH1B3 inh
COc1cc2nc(C3CCC3)n(NC(=O)c3ccco3)c(=O)c2cc1OC,5,-1,1,-1,-4,6,4,2,6
COC(=O)c1c(-n2c(C)cc(C=O)c2C)sc2c1CCCC2,2,1,0,6,-5,3,5,17,2
CN(C)CCn1c2c(c(SCC(=O)N3CCc4ccccc43)nc1=O)CCCC2,0,2,-1,9,5,7,-3,22,9
CCN(CC)S(=O)(=O)c1cc(NC(=O)CSc2n[nH]c(N)n2)ccc1C,nt,2,2,1,0,0,0,-2,10
CC(=O)c1ccc(NS(=O)(=O)Cc2ccc(Cl)cc2)cc1,1,0,2,17,-6,2,1,10,2
Cc1nn(-c2ccccc2)c(Cl)c1C(=O)N(C)c1nc(-c2ccc(F)cc2)cs1,0,-1,-5,nt,5,2,2,0,nt
O=C(Oc1ccc(N(C(=O)c2ccncc2)S(=O)(=O)c2cccs2)cc1)c1ccncc1,2,2,2,6,-2,7,6,9,5
Cc1ccc(S(=O)(=O)N2CCOCC2)cc1NC(=O)CSc1n[nH]c(N)n1,-5,-6,-1,5,-2,0,3,9,8
CCc1ccc(CNCc2ccc(F)cc2)cc1,1,-7,0,6,-6,2,-1,-10,10
Cc1nn(C)cc1/C=N\NC(=O)c1ccc2c(c1)c(C)c(C)n2Cc1ccccc1,-3,-14,-5,0,-7,16,3,25,10
O=C(CSc1ccc(-c2ccncc2)nn1)N1CCN(c2ccccc2)CC1,7,9,-2,2,3,5,-3,32,4
CC1CCC(NS(=O)(=O)c2ccc3c(c2)n(C)c(=O)c(=O)n3C)CC1 (configuration not stated),15,6,2,12,-1,4,0,32,7
CC(C)(C)OC(=O)N1CCC(C(=O)Nc2ccc(C(=O)N3CCOCC3)cc2)CC1,nt,nt,nt,2,0,0,nt,10,-8
Cc1ccc(S(=O)(=O)Nc2ccc(NC(=O)CN3CCCCC3)cc2)cc1,13,5,0,10,2,7,-8,10,7
O=C(NCCc1ccccc1)c1cnc2sccn2c1=O,5,2,1,3,1,6,4,4,4
Cc1cc(NC(=O)Nc2ccc(Cl)cc2)n(C)n1,5,12,3,2,-3,1,4,-3,8
O=C(O)C1(c2ccccc2)CCN(S(=O)(=O)c2ccccc2)CC1,-7,0,0,16,-1,5,-5,7,6
O=C(Nc1nc2ccccc2n1CCN1CCCCC1)C1CCCCC1,2,2,-4,2,1,1,-2,1,1
CCn1c(SCC(=O)NC2CCCCC2)nnc1-c1cccnc1,3,0,4,7,-3,7,6,13,3
Cc1ccc(S(=O)(=O)NCC(=O)Nc2ccc3c(c2)OCO3)cc1,-3,3,3,9,-10,1,0,-22,3
CC(C)(C)c1ccc(-c2ncccc2O)cc1,-3,-1,0,3,-5,-1,6,-6,-2
CCc1nc(N)c(C#N)c(-c2ccccc2OC)c1C,-3,3,3,-2,0,2,7,-1,9
COC(=O)C1C(c2ccc(OC)cc2)Nc2nnc(C(F)(F)F)n2C1(C)O (configuration not stated),-3,5,0,2,6,-4,-6,-9,4
CC1CC(C)CN(c2cc3c(cc2[N+](=O)[O-])C(=O)N(c2ccccc2)C3=O)C1 (configuration not stated),2,-2,-5,6,2,3,6,20,7
O=C(COC(=O)c1ccc([N+](=O)[O-])o1)Nc1cccc2ccccc12,10,-3,1,9,-11,10,12,0,-2
O=C(Nc1cc(S(=O)(=O)N2CCOCC2)ccc1OCC(F)(F)F)C1=COCCO1,2,6,1,7,-4,-1,1,11,4
Cc1cccc2nc3c(nc12)-c1ccccc1C3=O,2,2,1,6,-7,7,-1,5,3
Cc1ccc(C(=O)NC(=S)NCc2cccnc2)c(C)c1,1,3,3,2,-6,5,0,-14,3
Cc1ccc(-c2nnc3ccc(SCC(=O)Nc4cc(C)on4)nn23)cc1,8,-1,0,-3,1,1,-2,4,8
CCCCS(=O)(=O)N1CCC(C(=O)Oc2ccccc2OC)CC1,7,-8,-2,-2,4,-5,-1,1,13
Cc1cc(Cl)ccc1OCCCC(=O)N1CCN(C(=O)c2ccco2)CC1,9,7,1,1,1,6,-6,17,3
O=C(OCC(=O)c1ccc(Cl)s1)c1ccccn1,3,4,2,-2,-1,6,3,12,3
O=C(CCCn1c(SCC(=O)NCC2CCCO2)nc2ccccc2c1=O)NCc1ccccc1 (configuration not stated),5,4,1,-2,0,4,-1,2,9
O=C1[C@@H]2[C@H](C(=O)N1Cc1ccco1)[C@H]1C=C[C@@H]2C1,6,2,2,4,2,5,1,11,4
Cc1ccc(C)c(S(=O)(=O)NCC(c2ccc3c(c2)OCO3)N2CCOCC2)c1 (configuration not stated),3,-1,1,4,-3,1,5,10,7
Cc1ccccc1OCC(=O)OCC(=O)NCc1cccs1,-1,3,-2,8,-2,9,1,-3,8
C/C(=N\NC1=N[C@H]2CS(=O)(=O)C[C@H]2S1)c1ccccc1,-5,-2,2,nt,2,1,-6,1,nt
COc1ccc(OC)c(NC(=O)CCNC(=O)Cn2cnc3ccccc3c2=O)c1,-6,0,1,1,-4,4,7,1,2
N#Cc1c(-c2ccccc2)ccnc1N1CCOCC1,-2,3,2,-3,-3,7,4,0,0
O=C1Nc2cc(C(=O)N3CCN(c4ccccc4F)CC3)ccc2NC1CSCc1ccccc1F (configuration not stated),-27,-26,-15,nt,-43,13,-28,3,nt
Cn1c(SCc2ccc(Cl)cc2)nnc1-c1ccc2nonc2c1,6,-10,-1,0,-2,-1,7,2,1
CC(=O)c1cc(F)c(N2CCCCCC2)cc1C,3,6,3,5,2,-1,-8,3,-2
Cc1onc(-c2c(Cl)cccc2Cl)c1C(=O)N1C(C)CCCC1C (configuration not stated),-1,10,1,-2,-2,-3,2,17,6
CC(=O)NN1C(=O)/C(=C2/Sc3ccc(Cl)cc3N2C)SC1=S,-6,-6,-3,-3,-7,10,-3,3,-5
CCn1c(C)c(C(C)=O)c(N2CCN(C(c3ccccc3)c3ccccc3)CC2)nc1=S,-5,1,0,7,-2,6,2,7,6
CCOC(=O)C1=C(Cc2ccc(C)cc2)C(=O)c2ccccc2C1=O,17,-5,-6,nt,-44,17,7,7,nt
CC(=O)Nc1ccc(NC(=O)C(C)OC(=O)c2ccc3c(c2)OCCO3)cc1 (configuration not stated),6,3,2,4,-2,4,-2,-1,4
CCOC(=O)CCc1c(C)c2ccc(OCc3cc([N+](=O)[O-])ccc3OC)cc2oc1=O,-2,18,2,1,1,2,-6,5,6
CCOc1ccc(S(=O)(=O)NCCC(=O)NCC(c2ccc(F)cc2)N2CCOCC2)cc1 (configuration not stated),4,-2,0,2,1,3,-1,-4,4
Cn1c(N)c(C(=O)COC(=O)CC2CC3CCC2C3)c(=O)n(C)c1=O (configuration not stated),3,-4,-4,5,-5,-1,-1,-1,-1
OC1CCN(c2c3c(nc4cc(-c5ccc(Cl)cc5)nn24)CCC3)CC1,2,-3,0,2,-3,7,0,38,7
COc1ccc(C(=O)NNC(=O)C(Cc2ccc(O)cc2)NC(=O)c2ccccc2NC(=O)c2ccc(OC)cc2)cc1 (configuration not stated),-4,-45,-27,-11,-7,-26,-45,-14,-15
O=Cc1cccnc1SCc1ccccc1,-4,1,-3,-1,-4,-2,0,5,2
N#CNC(=Nc1cccc(Cl)c1)Oc1ccccc1,4,-2,-1,5,-3,-6,0,4,11
O=C(COc1ccc(C(=S)N2CCOCC2)cc1)N1CCCC1,0,6,-1,0,4,2,-4,2,7
Nc1c(-c2ccc(Cl)cc2)nnn1-c1ccccc1,9,6,2,1,0,2,2,8,-3
Cc1cccc(OCCC(=O)Nc2ccc(F)c(F)c2)c1,0,-4,-5,8,5,-1,0,-19,3
COc1ccc(CCC(=O)NC2CCCN(Cc3ccc(Cl)cc3)C2)cc1OC (configuration not stated),-4,0,-1,5,-4,9,1,-2,7
CCOc1ccccc1NC(=O)C1CCN(S(=O)(=O)c2cccc3cccnc23)CC1,-1,3,2,-1,3,-1,12,-2,1
COc1ccc(CC(=O)NNC(=S)Nc2ccccc2)cc1Br,1,2,1,-3,1,-3,4,0,0
# Additional entries
SMILES,GSTO1 inh,LYPLA2 inh,LYPLA1 counter,PAFAH1B2 inh,PAD4 inh,pPAFAH FP inh,PME-1 inh,PREPL inhibitor,PAFAH1B3 inh
COc1ccc(CCNC(=O)CC(c2ccccc2)c2cccc(C)c2O)cc1OC (configuration not stated),5,-8,0,3,-5,1,-2,-5,7
CCCOc1ccc(N/C=C/C(=O)c2cc(OC)c(OC)c(OC)c2)cc1,4,3,-2,1,3,3,14,20,8
Clc1cccc(N2CCN(CCNc3nc4ccccc4n4cnnc34)CC2)c1,2,67*,17*,3,-1,0,5,24,2
O=C(NCCN1CCOCC1)/C(=C\c1ccccc1F)NC(=O)c1ccccc1,1,3,0,4,-3,2,-1,-2,-2
Cc1ccn2c(CN(C)CCn3nc(C)cc3C)c(C(=O)N3CCCCCC3)nc2c1,-1,-2,4,3,-5,-6,-1,11,2
COc1ccc(C(=O)COC(=O)CN2C(=O)C3CC=CCC3C2=O)c(OC)c1 (configuration not stated),nt,nt,nt,6,1,10,nt,12,4
Cc1ccccc1NS(=O)(=O)c1ccc(C(=O)NCCCN2CCOCC2)cc1,12,-3,-2,2,-5,18,3,6,-7
O=C(COC(=O)CCC1CCCC1)Nc1ccc(Cl)cn1,-1,2,1,2,5,22,1,1,-1
COCc1cc(C)nc2sc(C(=O)Nc3cccc(OC)c3)c(N)c12,-8,0,-1,1,3,7,2,17,2
COC(=O)c1ccc(NC(=S)NC2CCCCC2)cc1,9,2,-8,1,-4,-4,-5,6,4
COc1ccc(-c2nn(-c3ccccc3)cc2/C=N/NC(=O)c2cccc(S(=O)(=O)Nc3ccccc3Cl)c2)cc1,-49,-72,-41,0,0,-27,-42,4,-5
N/C(=N\OC(=O)CCN1C(=O)c2ccccc2C1=O)c1ccccn1,4,7,2,5,2,3,-2,7,4
CCC(=O)Nc1ccc(-c2ccc(N3CCN(C)CC3)nn2)cc1,2,4,0,0,-4,4,7,-2,11
COC(=O)c1[nH]c(=O)c2ccccc2c1OCc1ccccc1,-3,-5,-2,4,-3,8,-2,-5,9
c1ccc(N2CCN(c3nc4cc5c(cc4s3)OCCO5)CC2)cc1,0,4,1,0,1,5,-6,13,5
CCOC(=O)C1CCN(S(=O)(=O)c2ccc3c(c2)NC(=O)C(C)C(=O)N3)CC1 (configuration not stated),6,-4,1,4,-1,-7,-11,-3,-4
O=C(Nc1ncc([N+](=O)[O-])s1)c1ccccc1Br,-20,2,-2,1,-6,12,-6,2,7
Cn1nc(C(=O)N2CCOCC2)c([N+](=O)[O-])c1C(=O)N1CCOCC1,-4,-1,1,5,-1,-1,3,-2,5
COc1ccc(NS(=O)(=O)c2cc(NC(=O)C3CC3)ccc2N2CCCCC2)cc1,-8,-15,-7,-4,-5,1,-3,-3,-2
O=C(Cn1ncc2c1-c1ccccc1OC2)Nc1nc2ccccc2s1,-2,-8,-5,-3,-3,-17,-5,-2,-1
